Bioassay records deposited in PubChem by several laboratories.
Bcl-B displacement: displacers of TR3 peptide from Bcl-B, primary screen, selectivity assay for Bfl-1 inhibitor project, biochemical, fluorescence polarization; displacement, % at 20 µM; hits with a dose series show IC50 in µM; FP displacement of FITC-TR3 peptide from Bcl-B; higher % means a stronger effect; hit rate 0.11% among 96,000;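 active = displacement above 50% at 20 µM plus a fluorescence interference ratio under 1.5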;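 note: plate controls were wells without compound for no effect and wells lacking Bcl-B protein for full effect; a part of the inactive calls stands beside numbers as strong as those of hits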
MRP reversal: MRP-mediated drug resistance reversal; H69AR cells + 2 uM doxorubicin, CellTiter-Glo, 72 h; differential viability (reversal), % at 10 µM; hit rate 0.04% among 85,000;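 active = viability drop by adding the cancer drug above about 55%, with treated viability meeting a 40% cutoff, limit read from the data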;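 note: viability without doxorubicin minus viability with 2 µM doxorubicin for each compound; larger differential means the compound sensitizes cells more to doxorubicin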
IL1B NFkB pot: enhances IL-1B driven NFkB nuclear translocation. AID 819. HUVEC IL-1B NFkB p65 nuclear translocation imaging. hit rate 0.3% among 94,000. activation, % at 2 µM;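 active = activation above 40%, about the mean plus 3 SD, also judged a hit on visual image review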;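 note: percent activation is computed from the nuclear over cytoplasmic p65 intensity ratio; values of inactives mirror those of a sister screen read the other way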
PLAP inhibitors HTS: inhibition of human placental alkaline phosphatase – biochemical, luminescence, HTS (AID 690). inhibition, % at 20 µM; hits with a dose series show IC50 in µM. hit rate 0.08% among 96,000. purified PLAP, luminescent substrate; higher % means a stronger effect; in the data active = a potency from the dose series; inactive = the rest, 99 in 100 with inhibition below about 30%; note: strong numbers were not always called active
NFkB transloc inh: blocks IL-1B driven NFkB nuclear translocation in HUVEC cells. HUVEC IL-1B NFkB p65 nuclear translocation imaging. inhibition, % at 2 µM. hit rate 0.43% among 94,000. AID 796;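 active = inhibition above about 30% together with a positive call from visual inspection of the well image, limit read from the data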;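 note: nuclear over cytoplasmic p65 intensity ratio measured by imaging; 0% = IL-1B stimulated DMSO wells and 100% = unstimulated DMSO wells; values of inactives mirror those of a sister screen read the other way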
MRP reversal cytotoxicity: further read-out of MRP reversal, marked with its call; viability, %; H69AR cells, CellTiter-Glo, 72 h; measured here: cytotoxicity without doxorubicin
MRP reversal with doxorubicin: also measured in MRP reversal; calls as there; viability, %; measured here: viability with 2 uM doxorubicin; stronger effect = lower value
NFkB transloc inh cell count 2 µM: also measured in NFkB transloc inh; calls as there; cell count; measured here: cells passing quality filter;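 raw number of nuclei counted in each imaged well without normalization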
IL1B NFkB pot cell count 2 µM: further read-out of IL1B NFkB pot, marked with its call; cell count; measured here: cells passing quality filter
The depositor's hits bear a star; . = not tested or not shown. Not all compounds are listed. The share of hits here may be higher or lower than overall.

SMILES | Bcl-B displacement | MRP reversal | MRP reversal cytotoxicity | MRP reversal with doxorubicin | IL1B NFkB pot | IL1B NFkB pot cell count 2 µM | PLAP inhibitors HTS | NFkB transloc inh | NFkB transloc inh cell count 2 µM
O=C(O)CC(c1cccc(Cl)c1)n1cccc1 (stereo not given) | 4.6% | 5.3 | 91.6 | 86.3 | 13.9 | 144 | -1.6% | -13.9 | 144
CC(=O)C1=C(Nc2ccc(C)cc2)CC(C)(O)C(C(C)=O)C1c1ccco1 (stereo not given) | 9.5% | 8.1 | 94.3 | 86.2 | 2.7 | 136 | -5.6% | -2.7 | 136
O=C(Nc1ccc2c(c1)OCO2)N1CCN(C/C=C/c2ccccc2)CC1 | 5.4% | -9.9 | 81.2 | 91.1 | 10.1 | 119 | -7.8% | -10.1 | 119
O=C(C1CC1)N1CCN=C1SCc1ccccc1Cl | -9.6% | 0.3 | 92.5 | 92.2 | 21.1 | 158 | -11.4% | -21.1 | 158
CCOc1cccc(CNn2cnnc2)c1OCc1ccccc1Cl | -11.4% | 4.4 | 88.0 | 83.6 | -2.6 | 184 | -10.5% | 2.6 | 184
C/C(Nc1ccccc1)=C(/C#N)C(N)=O | 6.0% | 25.6 | 99.3 | 73.7 | . | . | -0.1% | . | .
O=C1NCCNC1(c1c[nH]c2ccccc12)C(F)(F)F (stereo not given) | -8.2% | -5.4 | 91.9 | 97.3 | -0.8 | 177 | 10.5% | 0.8 | 177
CCCOC(=O)C1[C@H]2C(=O)N(CC3CCCO3)C[C@]23C=C[C@H]1O3 (stereo not given in full) | 1.1% | -12.2 | 94.3 | 106.5 | 3.6 | 141 | -70.1% | -3.6 | 141
CN(CC(=O)NC1CCCCCC1)S(=O)(=O)c1ccc2c(c1)n(C)c(=O)c(=O)n2C | -12.2% | 0.3 | 89.4 | 89.1 | 4.9 | 169 | -3.5% | -4.9 | 169
CC(Sc1sc(=S)sc1SC(C)C(=O)O)C(=O)O (stereo not given) | -0.1% | -1.5 | 98.4 | 99.9 | -8.8 | 88 | 1.4% | 8.8 | 88
Cc1ccc(C(=O)Nc2ccc(F)cc2F)o1 | 1.7% | -20.5 | 73.4 | 93.9 | 6.1 | 139 | 20.7% | -6.1 | 139
CCN(CC)CCCN1C(=O)C(=O)/C(=C(/O)c2ccc(C)cc2)C1c1ccccn1 (stereo not given) | -3.0% | -1.0 | 104.2 | 105.2 | 19.0 | 71 | 7.1% | -19.0 | 71

By substructure: the entries above with a Cl atom (three)
SMILES | Bcl-B displacement | MRP reversal | MRP reversal cytotoxicity | MRP reversal with doxorubicin | IL1B NFkB pot | IL1B NFkB pot cell count 2 µM | PLAP inhibitors HTS | NFkB transloc inh | NFkB transloc inh cell count 2 µM
O=C(O)CC(c1cccc(Cl)c1)n1cccc1 (stereo not given) | 4.6% | 5.3 | 91.6 | 86.3 | 13.9 | 144 | -1.6% | -13.9 | 144
O=C(C1CC1)N1CCN=C1SCc1ccccc1Cl | -9.6% | 0.3 | 92.5 | 92.2 | 21.1 | 158 | -11.4% | -21.1 | 158
CCOc1cccc(CNn2cnnc2)c1OCc1ccccc1Cl | -11.4% | 4.4 | 88.0 | 83.6 | -2.6 | 184 | -10.5% | 2.6 | 184

Next section:
SMILES | Bcl-B displacement | MRP reversal | MRP reversal cytotoxicity | MRP reversal with doxorubicin | IL1B NFkB pot | IL1B NFkB pot cell count 2 µM | PLAP inhibitors HTS | NFkB transloc inh | NFkB transloc inh cell count 2 µM
CCN(CC)CCN1C(=O)C(O)=C(C(C)=O)C1c1ccc(OC)c(OC)c1 (stereo not given) | -1.0% | 7.0 | 102.7 | 95.6 | . | . | -24.9% | . | .
CCOC(=O)c1ccc(NC(=O)C(=O)NCc2ccncc2)cc1 | 21.5% | . | . | . | 2.7 | 100 | 12.9% | -2.7 | 100
COc1ccc(C2C(C(=O)c3sc(C)nc3C)=C(O)C(=O)N2CCN(C)C)cc1 (stereo not given) | 9.4% | . | . | . | 22.3 | 124 | -8.9% | -22.3 | 124
Cc1noc(C)c1C(=O)OCC(=O)Nc1ccccc1Oc1ccccc1 | -5.1% | 9.3 | 79.2 | 69.8 | 8.3 | 180 | 5.7% | -8.3 | 180
Cc1cccnc1NC(=S)NC(=O)c1cccs1 | -1.9% | . | . | . | 0.7 | 156 | 8.9% | -9.6 | 165
COc1ccc(C2CCCN2C(=O)Nc2ccc(C)c(C)c2)cc1OC (stereo not given) | -5.4% | -9.2 | 86.8 | 96.1 | -6.3 | 166 | -60.5% | 6.3 | 166
COc1cccc(/C=c2\sc3nc(-c4cccs4)nn3c2=O)c1OC | -16.3% | 19.4 | 83.1 | 63.6 | 13.2 | 106 | 2.0% | -13.2 | 106
[O-][n+]1onc2c1CCc1nnc(-c3ccccc3)cc1-2 | -4.4% | -4.0 | 35.4 | 39.4 | 15.2 | 96 | -8.6% | -15.2 | 96
Nc1c(C(=O)NCCN2CCOCC2)c2nc3ccccc3nc2n1-c1ccc2c(c1)OCO2 | 0.7% | -25.7 | 35.5 | 61.2 | . | . | -59.6% | . | .
CCOC(=O)CC(NC(=O)c1ccco1)c1ccc(C)cc1 (stereo not given) | -7.2% | 14.5 | 98.5 | 83.9 | . | . | 8.5% | . | .
CC(C)C(c1nnnn1Cc1ccccc1)N(Cc1ccco1)Cc1cccs1 (stereo not given) | -39.9% | -14.5 | 45.8 | 60.3 | 13.9 | 195 | -23.5% | -13.9 | 195
COC(=O)c1cc(S(=O)(=O)N2CCOCC2)c(N2CCOCC2)cc1N1CCOCC1 | -8.2% | . | . | . | . | . | 1.5% | . | .

In another format: entries from further up
Order of results – Bcl-B displacement, MRP reversal, MRP reversal cytotoxicity, MRP reversal with doxorubicin, IL1B NFkB pot, IL1B NFkB pot cell count 2 µM, PLAP inhibitors HTS, NFkB transloc inh, NFkB transloc inh cell count 2 µM
CCN(CC)CCN1C(=O)C(O)=C(C(C)=O)C1c1ccc(OC)c(OC)c1 (stereo not given)
→ -1.0%, 7.0, 102.7, 95.6, ., ., -24.9%, ., .
CCOC(=O)c1ccc(NC(=O)C(=O)NCc2ccncc2)cc1
→ 21.5%, ., ., ., 2.7, 100, 12.9%, -2.7, 100
COc1ccc(C2C(C(=O)c3sc(C)nc3C)=C(O)C(=O)N2CCN(C)C)cc1 (stereo not given)
→ 9.4%, ., ., ., 22.3, 124, -8.9%, -22.3, 124
Cc1noc(C)c1C(=O)OCC(=O)Nc1ccccc1Oc1ccccc1
→ -5.1%, 9.3, 79.2, 69.8, 8.3, 180, 5.7%, -8.3, 180

Single records, from the list above. Screens in order: Bcl-B displacement | MRP reversal | MRP reversal cytotoxicity | MRP reversal with doxorubicin | IL1B NFkB pot | IL1B NFkB pot cell count 2 µM | PLAP inhibitors HTS | NFkB transloc inh | NFkB transloc inh cell count 2 µM
COc1ccc(C2CCCN2C(=O)Nc2ccc(C)c(C)c2)cc1OC (stereo not given) across the screens: -5.4% | -9.2 | 86.8 | 96.1 | -6.3 | 166 | -60.5% | 6.3 | 166
CCN(CC)CCN1C(=O)C(O)=C(C(C)=O)C1c1ccc(OC)c(OC)c1 (stereo not given) across the screens: -1.0% | 7.0 | 102.7 | 95.6 | . | . | -24.9% | . | .
COc1cccc(/C=c2\sc3nc(-c4cccs4)nn3c2=O)c1OC across the screens: -16.3% | 19.4 | 83.1 | 63.6 | 13.2 | 106 | 2.0% | -13.2 | 106

Next part.
SMILES | Bcl-B displacement | MRP reversal | MRP reversal cytotoxicity | MRP reversal with doxorubicin | IL1B NFkB pot | IL1B NFkB pot cell count 2 µM | PLAP inhibitors HTS | NFkB transloc inh | NFkB transloc inh cell count 2 µM
CCn1c(SCC(=O)N2CCCC2)nc2c(c1=O)SC(C)C2 (stereo not given) | -2.2% | -4.2 | 69.3 | 73.4 | . | . | -29.7% | . | .
CCCCOn1c(C)c(C(=O)OCC)c2c3no[n+]([O-])c3ccc21 | -9.5% | 8.0 | 66.4 | 58.4 | -1.7 | 113 | -30.7% | 1.7 | 113
COc1cc(C2C(C(=O)Nc3ccc(F)cc3)=C(C)Nc3nc(CCCO)nn32)cc(OC)c1OC (stereo not given) | 18.1% | 8.1 | 88.9 | 80.8 | 4.3 | 154 | -47.7% | -4.3 | 154
CC1=C(C(=O)Nc2ccccc2)C(c2cccnc2)n2nc(-c3cccnc3)nc2N1 (stereo not given) | 11.8% | -4.2 | 80.3 | 84.5 | 8.4 | 132 | -3.7% | -8.4 | 132
COC(=O)Oc1cncc(C(=O)O)c1 | 1.8% | . | . | . | 16.3 | 186 | -8.7% | -16.3 | 186
O=C1CNC(=O)/C1=C/c1ccc(O)cc1 | -1.2% | . | . | . | -0.6 | 115 | 31.5% | 0.6 | 115
Cc1ccc(OC(=O)CCC(=O)N2CCc3ccccc32)cc1 | -4.3% | 2.2 | 97.5 | 95.3 | -1.6 | 155 | -13.5% | 1.6 | 155
O=S(=O)(c1ccccc1)N1CCSC1c1ccco1 (stereo not given) | -4.6% | -1.2 | 94.1 | 95.3 | -0.8 | 137 | 26.3% | 0.8 | 137
